S100A4 inh HTS: inhibitors of human S100A4 binding to myosin IIA peptide; P26447; S100A4/TAMRA-MyoIIA peptide fluorescence polarization; inhibition, % at 10.7 µM; 0.14% of 360,000 active;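 active means mean inhibition of at least 70% across replicates, with every replicate also reaching that level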
Target sequence (P26447 whole entry, looked up): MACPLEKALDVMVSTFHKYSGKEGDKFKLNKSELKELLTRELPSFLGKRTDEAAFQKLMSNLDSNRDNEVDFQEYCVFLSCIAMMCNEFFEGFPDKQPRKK
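Assay system: human S100A4 monomer with TAMRA-labelled myosin IIA peptide / Buffer or medium: Calcium-containing HEPES buffer, pH 7.2 / Reagent: TAMRA-labelled myosin IIA heavy-chain peptide probe, 5 nM / Compound: one dose per compound / Timing: polarization read 5 min after assay mix addition, stable 5–60 min / Benchmarks: neutral control DMSO, positive control TFP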
PAX8 reporter: inhibitors of PAX8 transcriptional activity in RMG-I cells. AID 652154. 1.2% of 360,000 active. inhibition, % at 12.6 µM. RMG-I TPO-luciferase reporter, SteadyGlo, 24 h;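 active means mean replicate inhibition at least 60% with every replicate also reaching 60%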;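 further: luciferase light reporting Pax8 driven TPO promoter activity; plate controls were median of neutral control wells for no effect and mitoxantrone controls for full effect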
FN deposit inh: fibronectin deposition inhibition; AH1F fibroblasts, Alexa488-fibronectin deposition fluorescence, overnight; inhibition, % at 12.6 µM; 0.086% of 350,000 active; AID 743247;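 active means mean inhibition across replicates of 30% or more, regardless of how many single replicates reach that level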;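 further: positive control wells lacked labelled fibronectin entirely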
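Measured by – fluorescence 485/525 nm · System – AH1F fibroblast monolayer, labelled fibronectin deposition · Amount – 10000 cells per well · Buffer or medium – serum-reduced DMEM (2% serum) · Doses – single dose, pinned · Also added – fluorescent fibronectin at 24 nM final · Schedule – 1 h cell attachment, overnight exposure to compound and label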
EWS-Fli block: blocks EWS/Fli oncoprotein-driven transcription. A673 NR0B1-luciferase reporter, viability-normalised. inhibition, % at 12.6 µM. 0.67% of 350,000 active;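 active means mean inhibition of at least 50% after viability correction, with every replicate also passing that limit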;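 further: firefly luciferase signal divided by Alamar Blue viability fluorescence both relative to DMSO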
PglD DTNB: inhibitors of Campylobacter jejuni PglD acetyltransferase | purified PglD enzyme, DTNB colorimetric CoA detection | inhibition, % at 12.5 µM | 0.098% of 360,000 active | AID 602405; in the data active means inhibition above about 16%, passing the limit was not always enough; further: strong numbers were not always called active
PGC1a acetyl inh: modulators of PGC1a acetylation; U2OS PGC1a acetylation, AlphaScreen anti-acetyl-lysine; with virally co-expressed GCN5 acetyltransferase; inhibition, % at 15.6 µM; 0.17% of 350,000 active; AID 651687;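 active means every replicate shows inhibition of at least 40%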;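 further: 0% = neutral control wells and 100% = positive control wells; some results beyond the cut were filed as inactive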
LGR2 antag: inhibitors of bursicon-induced Drosophila LGR2 receptor cAMP signaling | HEK293 LGR2, CRE-luciferase, bursicon-stimulated, 4 h | inhibition, % at 9.99 µM | 0.35% of 380,000 active | AID 720647;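 active means drop in luminescence signal, shown as inhibition above about 50% in the replicate tests, limit read from the data, passing the limit was not always enough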;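 further: agonist challenge used bursicon conditioned medium at about half maximal strength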
ERAP1 HTS inh: ERAP1 (human) enzyme inhibition. recombinant ERAP1, Leu-AMC fluorescence, 60 min. 0.15% of 340,000 active. inhibition, % at 10.7 µM;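 active means mean replicate inhibition of at least 30%, or all replicates individually reaching that 30% level; inactive means mean below 30% and not every replicate reaching it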;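 further: 0% = neutral control wells and 100% = L-leucinethiol positive control wells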
Target sequence (Q9NZ08 whole entry, looked up): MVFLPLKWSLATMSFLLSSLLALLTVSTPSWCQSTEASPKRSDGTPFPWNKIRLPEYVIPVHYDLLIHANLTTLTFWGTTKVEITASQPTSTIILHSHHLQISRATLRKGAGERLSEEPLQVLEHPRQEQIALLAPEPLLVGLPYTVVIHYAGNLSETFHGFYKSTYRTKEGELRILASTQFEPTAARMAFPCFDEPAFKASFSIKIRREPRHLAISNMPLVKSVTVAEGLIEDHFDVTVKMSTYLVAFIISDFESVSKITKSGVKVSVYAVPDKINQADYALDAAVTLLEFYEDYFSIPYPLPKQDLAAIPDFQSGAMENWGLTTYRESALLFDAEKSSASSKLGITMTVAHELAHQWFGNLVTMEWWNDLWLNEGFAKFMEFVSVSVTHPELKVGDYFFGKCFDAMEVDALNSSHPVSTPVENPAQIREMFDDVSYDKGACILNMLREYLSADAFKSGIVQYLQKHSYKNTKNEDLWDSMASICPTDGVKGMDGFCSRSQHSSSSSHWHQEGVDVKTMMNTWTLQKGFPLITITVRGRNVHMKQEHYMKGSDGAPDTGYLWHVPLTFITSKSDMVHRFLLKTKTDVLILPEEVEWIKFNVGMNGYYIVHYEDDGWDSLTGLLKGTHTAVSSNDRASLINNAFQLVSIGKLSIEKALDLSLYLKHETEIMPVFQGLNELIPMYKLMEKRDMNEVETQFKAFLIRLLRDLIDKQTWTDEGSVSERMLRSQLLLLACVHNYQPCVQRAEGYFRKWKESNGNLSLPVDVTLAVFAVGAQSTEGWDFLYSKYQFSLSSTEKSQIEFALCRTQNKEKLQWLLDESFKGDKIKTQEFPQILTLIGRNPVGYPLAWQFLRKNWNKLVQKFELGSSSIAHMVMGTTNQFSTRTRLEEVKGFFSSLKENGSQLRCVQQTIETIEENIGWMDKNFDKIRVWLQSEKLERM
* marks the source's active call; other numbers are inactive results.

`COc1ccccc1Cc1c(C2CCCCC2)nc2ccc(Cl)cn12` gave S100A4 inh HTS 5, PAX8 reporter -21, FN deposit inh -6, EWS-Fli block -3, PglD DTNB -3, PGC1a acetyl inh 5, LGR2 antag -8 and ERAP1 HTS inh 12.
`Cc1oc2cc3oc(=O)c(CCC(=O)NCCN4CCOCC4)c(C)c3cc2c1C` gave S100A4 inh HTS -4, EWS-Fli block -43, PglD DTNB -1, PGC1a acetyl inh -4 and LGR2 antag 4.
`CCC(=O)N1CCC1(C)C(=O)NS(=O)(=O)c1cccc(C#N)c1` (stereo not given) gave S100A4 inh HTS -2, PAX8 reporter -6, FN deposit inh -4, EWS-Fli block -2, PglD DTNB 7, PGC1a acetyl inh 12, LGR2 antag -2 and ERAP1 HTS inh 1.
C[C@H]1CN([C@@H](C)CO)C(=O)CCCn2cc(nn2)CO[C@@H]1CN(C)Cc1cccnc1 was read as S100A4 inh HTS -36, FN deposit inh -8, EWS-Fli block 0, PglD DTNB -3, PGC1a acetyl inh 1, LGR2 antag 3 and ERAP1 HTS inh 2.
Screening CCc1cccc(C)c1NC(=O)CO/N=C(\C)c1cc2ccccc2o1 returned PAX8 reporter 4, PglD DTNB -1, PGC1a acetyl inh -13 and LGR2 antag 3.
Screening CCN(CC)S(=O)(=O)c1ccc(OC)c(NC(=O)CCS(=O)(=O)Cc2ccccc2)c1 returned S100A4 inh HTS -1, PAX8 reporter 6, FN deposit inh -1, EWS-Fli block -4, PglD DTNB -9, LGR2 antag 5 and ERAP1 HTS inh 0.
O=C(COC(=O)c1ccccc1O)NC(=O)NCc1ccccc1 was read as S100A4 inh HTS -1, PAX8 reporter 3, FN deposit inh 6, EWS-Fli block 1, PglD DTNB 1, PGC1a acetyl inh -1, LGR2 antag -4 and ERAP1 HTS inh 4.
`CCCNC(=O)c1ccc(N2CCC3(CC2)CC(c2ccccc2)=NO3)c(NC(=O)c2ccccc2)c1` gave PAX8 reporter 34, FN deposit inh 0, EWS-Fli block 23, PglD DTNB 2, PGC1a acetyl inh 5 and LGR2 antag 16.
Screening CC(C)(C)c1ccc(-c2nnc(SCC(=O)NC3CCS(=O)(=O)C3)n2N)cc1 (stereo not given) returned S100A4 inh HTS 7, PAX8 reporter -23, FN deposit inh 3, EWS-Fli block -25, PGC1a acetyl inh 6, LGR2 antag -42 and ERAP1 HTS inh -7.
`COCC(=O)Nc1ccc2c(c1)C(=O)N(C)C[C@H](OC)[C@@H](C)CN(C)[C@@H](C)CO2` gave S100A4 inh HTS 2, PAX8 reporter -5, FN deposit inh 6, EWS-Fli block -2, PglD DTNB 7, PGC1a acetyl inh 5, LGR2 antag -2 and ERAP1 HTS inh 0.
For O=C(NCc1ccc(N2CCCC2=O)cc1)c1cc(COc2c(F)cccc2F)on1 the results were S100A4 inh HTS -8, PAX8 reporter -57, FN deposit inh -6, EWS-Fli block 2, PglD DTNB -2, PGC1a acetyl inh -1, LGR2 antag -11 and ERAP1 HTS inh -7.
For CC(=O)N(C)C[C@H]1Oc2ncc(-c3ccc(F)cc3)cc2C(=O)N([C@@H](C)CO)C[C@@H]1C the results were S100A4 inh HTS -21, FN deposit inh -5, EWS-Fli block 2, PglD DTNB -1, PGC1a acetyl inh 1, LGR2 antag 22 and ERAP1 HTS inh 0.
`CCCN(C)C[C@@H]1Oc2cc(C#CCc3ccccc3)ccc2S(=O)(=O)N([C@H](C)CO)C[C@@H]1C` gave S100A4 inh HTS -20, EWS-Fli block 8, PglD DTNB 0, PGC1a acetyl inh -43, LGR2 antag 8 and ERAP1 HTS inh -2.
`CCOc1ccc(NC(=O)N(C2CCCCC2)C2CCN(C(C)=O)CC2)cc1` gave S100A4 inh HTS -1, PAX8 reporter -8, FN deposit inh 4, EWS-Fli block -9, PglD DTNB -1, PGC1a acetyl inh 11 and LGR2 antag 8.
O=C(C[C@@H]1C[C@H]2c3cc(NC(=O)Nc4ccccc4F)ccc3O[C@H]2[C@@H](CO)O1)NCc1ccccn1 was read as S100A4 inh HTS 19, PAX8 reporter -6, FN deposit inh 10, EWS-Fli block -2, PglD DTNB 2, PGC1a acetyl inh -8, LGR2 antag 9 and ERAP1 HTS inh -1.
For Cc1noc(C)c1S(=O)(=O)Nc1ccc2c(c1)C(=O)N([C@H](C)CO)C[C@H](C)[C@@H](CN(C)C(=O)Nc1cccc3ccccc13)OCCCC[C@@H](C)O2 the results were S100A4 inh HTS -3, PAX8 reporter 5, FN deposit inh -11, EWS-Fli block 0, PglD DTNB -2, PGC1a acetyl inh 7, LGR2 antag 5 and ERAP1 HTS inh -2.
For O=C(N[C@@H](CO)C(=O)NCc1ccccc1)c1ccc(C(F)(F)F)cc1 the results were S100A4 inh HTS 7, PAX8 reporter 8, FN deposit inh 2, EWS-Fli block 3, PglD DTNB 7, PGC1a acetyl inh 10 and LGR2 antag -6.
Screening O=S(=O)(c1cccc(Cn2nnc(-c3ccccc3)n2)c1)N1CCOCC1 returned S100A4 inh HTS -2, PAX8 reporter 23, FN deposit inh -8, EWS-Fli block 7, PglD DTNB -2, LGR2 antag 7 and ERAP1 HTS inh 1.
For CCOC(=O)N1CCN(C(=O)c2ccccc2NC(=O)COc2ccccc2)CC1 the results were S100A4 inh HTS -1, FN deposit inh -5, EWS-Fli block -24, PglD DTNB 2, PGC1a acetyl inh 12, LGR2 antag -7 and ERAP1 HTS inh -4.
O=C(C[C@@H]1CC[C@H](NC(=O)c2ccc3c(c2)OCO3)[C@H](CO)O1)NCc1ccc(F)cc1 was read as S100A4 inh HTS 1, PAX8 reporter -7, EWS-Fli block 6, PglD DTNB 8, PGC1a acetyl inh 14, LGR2 antag 24 and ERAP1 HTS inh -1.

The closing 3 compounds of the part before open the next one:
Screening O=S(=O)(c1cccc(Cn2nnc(-c3ccccc3)n2)c1)N1CCOCC1 returned S100A4 inh HTS -2, PAX8 reporter 23, FN deposit inh -8, EWS-Fli block 7, PglD DTNB -2, LGR2 antag 7 and ERAP1 HTS inh 1.
For CCOC(=O)N1CCN(C(=O)c2ccccc2NC(=O)COc2ccccc2)CC1 the results were S100A4 inh HTS -1, FN deposit inh -5, EWS-Fli block -24, PglD DTNB 2, PGC1a acetyl inh 12, LGR2 antag -7 and ERAP1 HTS inh -4.
O=C(C[C@@H]1CC[C@H](NC(=O)c2ccc3c(c2)OCO3)[C@H](CO)O1)NCc1ccc(F)cc1 was read as S100A4 inh HTS 1, PAX8 reporter -7, EWS-Fli block 6, PglD DTNB 8, PGC1a acetyl inh 14, LGR2 antag 24 and ERAP1 HTS inh -1.
Screening C[C@H]1CN([C@@H](C)CO)C(=O)c2cccc(NS(=O)(=O)c3ccc(F)cc3)c2O[C@H]1CN(C)S(=O)(=O)c1ccc(F)cc1 returned S100A4 inh HTS -4, PAX8 reporter 0, EWS-Fli block -6, PglD DTNB 3, PGC1a acetyl inh 8, LGR2 antag 3 and ERAP1 HTS inh 1.
COC(=O)Cn1c(CN(C)Cc2ccccc2)nc2c1c(=O)n(C)c(=O)n2C was read as S100A4 inh HTS -12, PAX8 reporter 6, FN deposit inh -9, EWS-Fli block -3, PglD DTNB 7, LGR2 antag 24 and ERAP1 HTS inh 1.
CCc1ccc(-c2cnc3ccccc3n2)cc1NC(=O)CNC(=O)c1ccccc1 was read as S100A4 inh HTS 9, PAX8 reporter -159, FN deposit inh 2, EWS-Fli block -69, PglD DTNB 7, PGC1a acetyl inh -8, LGR2 antag -51 and ERAP1 HTS inh -1.
CC(C)c1ccc(NC(=O)CCNS(=O)(=O)c2cc(Br)cnc2N)cc1 was read as S100A4 inh HTS 0, PAX8 reporter 14, FN deposit inh 4, EWS-Fli block 18, PglD DTNB 6, PGC1a acetyl inh 0, LGR2 antag 2 and ERAP1 HTS inh -1.
Screening COc1cccc(NC(=O)N[C@H]2CC[C@H](CC(=O)NCc3ccncn3)O[C@@H]2CO)c1 returned S100A4 inh HTS 4, PAX8 reporter -22, FN deposit inh -17, EWS-Fli block -3, PglD DTNB 1, PGC1a acetyl inh -4, LGR2 antag -11 and ERAP1 HTS inh 4.
Screening CC1=CC(C)(C)n2c(O)c(N=NC(N)=S)c3c(C)c(C)cc1c32 returned S100A4 inh HTS -2, PAX8 reporter -7, FN deposit inh -4, EWS-Fli block 3, PglD DTNB 1, PGC1a acetyl inh -3, LGR2 antag -10 and ERAP1 HTS inh -1.
For COc1cccc(NC(=S)N(CCCN2CCCC(C)C2)Cc2cccs2)c1 (stereo not given) the results were S100A4 inh HTS -4, PAX8 reporter -22, FN deposit inh -1, EWS-Fli block 4, PGC1a acetyl inh -5, LGR2 antag 5 and ERAP1 HTS inh 3.
Screening CC1(NC(=O)CC(c2ccccc2)(c2ccccc2)c2ccccc2)CCN(Cc2ccc(-c3ccccc3)cc2)C1=O (stereo not given) returned S100A4 inh HTS 1, PAX8 reporter 8, FN deposit inh 5, EWS-Fli block 5, PglD DTNB -3, PGC1a acetyl inh -6 and LGR2 antag -7.
For CCC(=O)N(C)C[C@H]1Oc2cc(C#CCN(C)C)ccc2S(=O)(=O)N([C@H](C)CO)C[C@@H]1C the results were S100A4 inh HTS -6, FN deposit inh -2, EWS-Fli block 3, PglD DTNB -3, PGC1a acetyl inh 0, LGR2 antag 10 and ERAP1 HTS inh 2.
Screening O=C(CSc1nc2ccccc2n1S(=O)(=O)c1cccc([N+](=O)[O-])c1)NCCc1ccccc1 returned S100A4 inh HTS -2, PAX8 reporter 1, FN deposit inh -6, EWS-Fli block -4, LGR2 antag -6 and ERAP1 HTS inh -1.
`CC1(Cc2cc(Cl)ccc2C(F)(F)F)C(=O)Nc2cc(-c3ccccc3Cl)ccc21` (stereo not given) gave S100A4 inh HTS 0, PAX8 reporter 12, FN deposit inh -9, EWS-Fli block 4, PglD DTNB -4, PGC1a acetyl inh 12, LGR2 antag 8 and ERAP1 HTS inh 2.
Screening Cc1ccc(Cc2c(-c3cccc(Cl)c3)nc3ccc(Br)cn23)cc1 returned S100A4 inh HTS -6, PAX8 reporter -126, FN deposit inh 12, EWS-Fli block -87, PglD DTNB -3, PGC1a acetyl inh 9, LGR2 antag -92 and ERAP1 HTS inh -2.
CCn1c(SCC(=O)NC(=O)NCc2ccco2)nnc1-c1cccs1 was read as PAX8 reporter 11, FN deposit inh -4, PglD DTNB -5 and PGC1a acetyl inh -3.
Screening CN(C)C(=O)c1ccc(-c2ccccc2[C@H]2[C@@H](CO)N(C(=O)C3CCCCC3)[C@H]2C#N)cc1 returned S100A4 inh HTS -2, PAX8 reporter -25, FN deposit inh -14, EWS-Fli block -4, PGC1a acetyl inh -1, LGR2 antag 8 and ERAP1 HTS inh 1.
For CCOC(=O)C1CCN(S(=O)(=O)c2cn(C)c(C)n2)CC1 the results were S100A4 inh HTS 1, PAX8 reporter 3, EWS-Fli block 1, PglD DTNB 2, PGC1a acetyl inh 2, LGR2 antag 4 and ERAP1 HTS inh 1.
For COc1ccc(NC(=O)COC(=O)CN2C(=O)c3ccccc3C2=O)cc1 the results were S100A4 inh HTS -1, PAX8 reporter -7, FN deposit inh 0, EWS-Fli block -2, PglD DTNB -5, LGR2 antag 1 and ERAP1 HTS inh -1.

3 structures already listed, sorted by heavy-atom count, rising.
For CCOC(=O)C1CCN(S(=O)(=O)c2cn(C)c(C)n2)CC1 the results were S100A4 inh HTS 1, PAX8 reporter 3, EWS-Fli block 1, PglD DTNB 2, PGC1a acetyl inh 2, LGR2 antag 4 and ERAP1 HTS inh 1.
`Cc1oc2cc3oc(=O)c(CCC(=O)NCCN4CCOCC4)c(C)c3cc2c1C` gave S100A4 inh HTS -4, EWS-Fli block -43, PglD DTNB -1, PGC1a acetyl inh -4 and LGR2 antag 4.
C[C@H]1CN([C@@H](C)CO)C(=O)CCCn2cc(nn2)CO[C@@H]1CN(C)Cc1cccnc1 was read as S100A4 inh HTS -36, FN deposit inh -8, EWS-Fli block 0, PglD DTNB -3, PGC1a acetyl inh 1, LGR2 antag 3 and ERAP1 HTS inh 2.
